# Screening results (PubChem)
# BaF3 parental = counter-screen for JAK2V617F inhibitors: parental Ba/F3 viability inhibitors | AID 1486 | 220,000 compounds, 1.1% hits | CellTiter-Glo ATP luminescence | inhibition, % at 5.6 µM;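 active means inhibition above a per-campaign cutoff, the mean inhibition of all tested compounds plus 3 SD, cut at about 27% in these data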;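 further: 0% = DMSO wells and 100% = JAK Inhibitor I control wells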
# S1P4 agonist = agonists of human S1P4 receptor; S1P4-expressing cell line, agonist reporter assay; O95977; 220,000 compounds, 0.35% hits; activation, % at 4.98 µM; in the data active means activation above about 11%;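 further: 0% = DMSO vehicle and 100% = reference agonist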
# Target sequence (O95977 whole entry, looked up): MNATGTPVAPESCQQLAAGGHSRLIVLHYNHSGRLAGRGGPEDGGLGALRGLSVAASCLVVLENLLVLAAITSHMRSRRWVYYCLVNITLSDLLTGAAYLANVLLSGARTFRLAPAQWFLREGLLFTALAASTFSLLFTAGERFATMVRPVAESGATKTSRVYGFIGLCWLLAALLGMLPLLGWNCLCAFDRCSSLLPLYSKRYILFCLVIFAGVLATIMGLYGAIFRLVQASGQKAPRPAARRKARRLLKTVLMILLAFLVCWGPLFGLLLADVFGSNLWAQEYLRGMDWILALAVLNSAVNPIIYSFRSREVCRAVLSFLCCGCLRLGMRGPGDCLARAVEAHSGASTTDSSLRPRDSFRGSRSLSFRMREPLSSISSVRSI
# S1P4 antag = antagonists of human S1P4 receptor | O95977 | S1P4-expressing cells, antagonist mode, reporter read-out | inhibition, % at 4.98 µM | 220,000 compounds, 0.26% hits | AID 1510; in the data active means inhibition above about 29%;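 further: 0% = wells stimulated with agonist and 100% = vehicle wells without agonist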
# p47phox inh = blocks human p47phox regulatory protein of NADPH oxidases; P14598; p47phox/p22phox peptide binding, fluorescence polarization, 2 h; inhibition, % at 24.7 µM; 220,000 compounds, 0.53% hits; AID 1274;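 active means inhibition above about 30%, limit read from the data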;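 further: 0% = p47phox with labelled peptide and 100% = labelled peptide alone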
# NPY2 pot ag = potentiates or activates human NPY-Y2 receptor; activation, % at 3.6 µM; 220,000 compounds, 0.45% hits; cells expressing NPY-Y2, potentiator/agonist read-out; P49146; AID 1359; in the data active means activation above about 27%;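 further: cells stimulated with NPY near EC25 plus isoproterenol at EC100; 0% = vehicle plus submaximal agonist and 100% = vehicle plus saturating agonist; some results beyond the cut were filed as inactive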
# NPY1 pot ag = human NPY-Y1 potentiation or agonism, primary screen. P25929. NPY-Y1 expressing cells, potentiator/agonist activation. activation, % at 3.6 µM. 220,000 compounds, 0.37% hits; in the data active means activation above about 33%, passing the limit was not always enough;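 further: cells stimulated with NPY at EC10 then isoproterenol at EC100; 0% = low agonist plus stimulus and 100% = saturating agonist plus stimulus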
# Target sequence (P25929 whole entry, looked up): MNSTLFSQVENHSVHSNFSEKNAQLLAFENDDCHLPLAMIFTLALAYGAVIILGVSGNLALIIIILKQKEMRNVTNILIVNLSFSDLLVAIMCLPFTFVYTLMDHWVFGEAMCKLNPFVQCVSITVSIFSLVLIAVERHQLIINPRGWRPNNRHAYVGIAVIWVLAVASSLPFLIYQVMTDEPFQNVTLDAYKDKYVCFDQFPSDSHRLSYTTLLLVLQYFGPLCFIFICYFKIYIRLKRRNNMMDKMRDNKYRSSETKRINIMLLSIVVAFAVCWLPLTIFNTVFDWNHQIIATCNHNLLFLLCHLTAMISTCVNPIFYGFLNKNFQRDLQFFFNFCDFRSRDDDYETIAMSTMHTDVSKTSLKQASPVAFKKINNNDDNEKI
# Ba/F3 V617F tox = lowers viability of Ba/F3 cells expressing EpoR and JAK2V617F | ATP luminescence | inhibition, % at 5.6 µM | 220,000 compounds, 1.1% hits | AID 1446;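 active means inhibition above the campaign mean plus 3 SD over all tested compounds, cut at about 24% in these data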;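 further: cytokine-independent growth of Ba/F3 cells driven by EpoR plus mutant JAK2; 0% = DMSO-treated cells and 100% = JAK inhibitor I control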
# NPY Y1 blocker = blocks the human neuropeptide Y Y1 receptor | AID 1040 | P25929 | inhibition, % at 3.6 µM | 200,000 compounds, 1% hits | HEK293-CNG Y1 cells, membrane potential fluorescence; NPY at EC95, then isoproterenol;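 active means inhibition above the campaign mean inhibition of all tested compounds plus 3 SD, cut at about 20% in these data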;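 further: 0% = DMSO wells given NPY plus isoproterenol and 100% = isoproterenol alone without NPY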
#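 Assay system: HEK293 Y1/CNG channel cell line; Doses: single compound dose of 3.6 µM, 0.4% DMSO; Timing: dye 3 h, compound 60 min room temperature, stimulation 45 min; Technique: Membrane-potential fluorescent dye readout; Measure: % inhibition of NPY effect.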
# CHOP inhibitor = inhibitors of CHOP induction in ER stress response. AID 2732. inhibition, % at 10 µM. CHO-K1 CHOP-promoter luciferase, tunicamycin-induced, 15-18 h. 220,000 compounds, 3.8% hits;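 active means compounds that reduced the stress-induced luciferase reporter signal by more than about 70% of percent inhibition, limit read from the data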;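 further: 0% = tunicamycin plus vehicle and 100% = wells without tunicamycin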
# Active calls of the source: *; . = not tested or not shown.
SMILES,BaF3 parental,S1P4 agonist,S1P4 antag,p47phox inh,NPY2 pot ag,NPY1 pot ag,Ba/F3 V617F tox,NPY Y1 blocker,CHOP inhibitor
CC(C)(C)c1ccc(C(=O)NN2C(=O)CSC2=S)cc1,1,-0.6,11,-49,-1,9,-1,.,7
O=C(NCCO)Nc1ccc2nsnc2c1,1,-1.8,-11,0,-5,-2,1,0,-8
O=Cc1ccc2cccnc2n1,5,-0.2,-5,4,-10,-9,3,2,-5
CCN(CC)C(=O)C1CCCN(C(=O)Nc2ccccc2)C1 (centres undefined),-1,-2.8,-16,-3,-9,-9,-5,1,-13
COc1ccc(C(=O)NCCc2ccc(S(N)(=O)=O)cc2)cc1OC,3,0.0,0,-9,-4,6,-2,6,30
Cn1cc(C(=O)c2cccc(Cl)c2)cc1/C=N\O,-5,-0.6,-13,-2,-1,3,-8,-3,33
CC(C)(C)NC(=O)C1N(c2cccnc2)C(=O)C2C(C(=O)Nc3ccccc3)C3(C)C=CC21O3 (centres undefined),6,-0.3,-15,-1,-9,-7,5,7,38
Cc1cc(C)nc(SCc2nnc(SCC(=O)N3CCCc4ccccc43)o2)n1,5,2.6,-18,-14,-6,13,1,0,33
CC1(C)CC(=O)C(C#N)=C(NCCCO)C1,3,-2.4,2,-5,0,-13,-2,5,4
CN(C)S(=O)(=O)c1cccc(C(=O)N2CCc3ccccc32)c1,3,1.7,-14,1,-19,-7,3,10,-8
CC(C)(C)c1ccc(S(=O)(=O)N2CCSC2)cc1,-4,1.6,4,-7,2,-8,-4,-1,-13
Cn1c(C(=O)O)cc2c(=O)n3ccccc3nc21,-11,3.8,0,-8,2,3,1,.,-2

# 6 entries already listed, ordered by the number in S1P4 antag, largest number first:
compound | S1P4 antag
CC(C)(C)c1ccc(C(=O)NN2C(=O)CSC2=S)cc1 | 11
CC1(C)CC(=O)C(C#N)=C(NCCCO)C1 | 2
COc1ccc(C(=O)NCCc2ccc(S(N)(=O)=O)cc2)cc1OC | 0
O=Cc1ccc2cccnc2n1 | -5
CCN(CC)C(=O)C1CCCN(C(=O)Nc2ccccc2)C1 (centres undefined) | -16
Cc1cc(C)nc(SCc2nnc(SCC(=O)N3CCCc4ccccc43)o2)n1 | -18

# Next compounds follow.
SMILES,BaF3 parental,S1P4 agonist,S1P4 antag,p47phox inh,NPY2 pot ag,NPY1 pot ag,Ba/F3 V617F tox,NPY Y1 blocker,CHOP inhibitor
CCCC(=O)NC(=S)Nc1ccc(CN2CCOCC2)cc1,0,-0.4,-1,-6,9,-7,-2,1,-8
COc1ccc(-n2c(C)cc(/C=C(\C#N)C(=O)NCc3ccco3)c2C)cc1,2,0.0,-17,-9,-3,-7,-2,6,35
COc1ccccc1NC(=O)c1ccc(NC(=O)CSc2nnnn2C)cc1,1,0.9,-17,-10,-2,-6,-3,4,22
O=C(CSC1=N/C(=C/c2ccco2)C(=O)N1c1ccc(OC(F)F)cc1)NC1CCS(=O)(=O)C1 (centres undefined),8,0.7,-28,-25,-3,-20,2,0,17
CC(C)NCC(O)COC1CCC(C(C)(C)C)CC1 (centres undefined),4,0.8,2,-8,-3,-15,1,6,-19
S=C(NCCc1ccccn1)Nc1cccc(Cl)c1,2,-0.9,-17,-10,-13,-8,0,-1,26
CCOC(=O)c1cn(-c2ccc(F)c(F)c2)c2c(F)c(F)c(F)c(F)c2c1=O,-4,1.6,-3,-12,7,5,-6,6,30
Cc1nc2ccccc2n1C(=O)N(C)C,6,0.3,-14,0,-1,-15,3,-2,-3
CN1CCN(C(CNS(=O)(=O)c2ccc(Cl)cc2)c2cccnc2)CC1 (centres undefined),1,-0.3,-9,-6,3,13,-2,1,12
O=S(=O)(NCC(c1cccnc1)N1CCN(c2ccccc2)CC1)c1cccs1 (centres undefined),3,1.2,-2,-11,0,-2,-1,-2,45
Cn1c(-c2cccc3ccccc23)n[nH]c1=S,1,1.0,-22,-11,-8,24,-2,-4,6
Cc1cccc(NC(=O)C2NC(=O)CC2c2ccccc2)c1C (centres undefined),11,-4.2,9,-12,-28,-7,6,1,40
C/C(Cl)=C/CN1C(=O)C2C3C=CC(C3)C2C1=O (centres undefined),2,4.2,0,6,-15,-8,2,-4,-6
O=C(Cn1cc2c(n1)CCCCC2)N1CCc2ccccc21,3,0.5,-14,-6,3,-1,-1,0,24
COc1cc(NC2c3ccccc3C(=O)N2Cc2ccc3c(c2)OCO3)cc(OC)c1 (centres undefined),6,1.0,4,-1,-18,-17,-2,.,26
COC(=O)/C=C1/N/C(=N\c2nc(C)cc(C)n2)N(c2ccc(Cl)cc2)C1=O,5,-0.2,-13,-6,9,-10,-2,11,22
O=c1c(Cl)c(N2CCC3(CC2)OCCO3)cnn1C12CC3CC(CC(C3)C1)C2,-4,-0.5,-8,-10,0,19,-5,.,-4
Cn1cc([N+](=O)[O-])c(C(=O)NCc2ccco2)n1,7,-0.5,5,2,-8,7,3,-3,6
CCCCn1c(S(=O)(=O)O)nc2ccccc21,3,-2.1,-19,-7,-5,-23,0,6,-4
Cc1cc(C)cc(-n2ccnc2SCC(=O)Nc2nccs2)c1,5,1.8,-9,-7,-6,-3,2,1,27
COc1ccc(/C(N)=N/OC(=O)C2CCC(=O)N2S(=O)(=O)c2ccc(C)cc2)cc1OC (centres undefined),6,0.4,5,-7,-6,-16,0,0,23
COc1ccc(NC(=O)C2CCCN(S(=O)(=O)c3cccnc3)C2)cc1OC (centres undefined),-1,-0.4,-16,-3,-4,14,-2,.,8
CCN1C(=O)/C(=C\N2CCOCC2)SC1=S,3,1.6,6,-67,7,3,-5,-1,21
Cc1ccc(S(=O)(=O)Cn2nnnc2C(c2ccccc2)N2CCN(c3ccccc3)CC2)cc1 (centres undefined),0,-3.2,1,-3,5,-33,-4,-1,9
CNC(=O)CC1C(=O)N(c2ccc(Cl)cc2)C(=S)N1CCc1ccc(OC)c(OC)c1 (centres undefined),0,2.9,16,-6,9,22,0,-2,6
Cc1nn(C)c(N)c1C(O)(c1nccn1C)C(F)(F)F (centres undefined),3,-0.7,-26,-2,12,-1,3,3,10
CCCOC(=O)c1c(NC(=O)/C=C/c2cnn(C)c2C)sc(C(=O)OCC)c1C,8,0.9,0,-8,-5,-7,5,0,3
O=C(CCN1CCOCC1)NNC(=S)NC(=O)c1ccc(Br)cc1,3,0.1,-5,-6,-1,13,3,-1,41
Cc1ccc2[nH]c(=O)c3cc(C(=O)N(C)c4ccccc4C)sc3c2c1,-5,1.0,3,-7,-32,-29,0,.,101*
Cc1ccc(CSc2nnc(NC(=O)C3COc4ccccc4O3)s2)cc1 (centres undefined),0,1.5,2,-5,1,-21,-5,5,32
O=C(N/N=C/c1ccc(Br)s1)Nc1ccccc1,5,0.4,4,-5,-6,14,-2,6,97*
O=C(NCCC1=CCCCC1)c1ccc(CN2CCOCC2)cc1,2,0.1,-26,-11,-6,-7,-1,0,9
Cc1nc2ncnn2c(N2CCN(C(=O)c3cccc(F)c3)CC2)c1C,6,-0.8,-23,-16,-8,6,2,-1,-25
Nc1nnc(CC(=O)N2CCCCC2)s1,10,0.3,-11,-10,-13,22,1,-3,9
COc1ccc(S(=O)(=O)N2CCCC(C(=O)NCc3ccncc3)C2)cc1Cl (centres undefined),-1,1.1,-20,-5,14,10,-3,3,32
N#Cc1c2n(c(=S)n(-c3ccccc3[N+](=O)[O-])c1=O)CCCCC2,6,-0.1,-2,4,6,2,-1,-5,-6

# Quoted from the listing:
# O=C(N/N=C/c1ccc(Br)s1)Nc1ccccc1 in CHOP inhibitor is entered as 97*
# COc1ccc(S(=O)(=O)N2CCCC(C(=O)NCc3ccncc3)C2)cc1Cl (centres undefined) in Ba/F3 V617F tox is entered as -3

# Other structures:
SMILES,BaF3 parental,S1P4 agonist,S1P4 antag,p47phox inh,NPY2 pot ag,NPY1 pot ag,Ba/F3 V617F tox,NPY Y1 blocker,CHOP inhibitor
O=C(O)CCCC(=O)Nc1ccccc1C(=O)O,4,-1.2,12,-14,3,-12,-2,2,5
O=C(COc1cccc(NC(=O)c2ccccc2)c1)c1ccc(F)cc1,6,-0.9,4,-9,1,-12,-2,11,-3
CCOC(=O)Cc1c(C)nc2cc(C)nn2c1C,0,-2.1,8,-8,10,2,-5,2,0
O=C(NCc1ccco1)C12CN(Cc3ccccc3)CC1C(c1cccc([N+](=O)[O-])c1)=NO2 (centres undefined),-3,-2.1,-7,-12,10,-24,0,-3,37
CCOC(=O)N/N=C(\C)c1ccc(OC(F)F)cc1OC(F)F,7,-0.2,4,-3,-3,6,3,-1,-10
CCOc1ccccc1NC(=O)CNC(=O)Cc1ccccc1,-2,-0.3,4,-9,3,6,-1,-2,19
CCC1=Nc2cc(C(=O)NCc3cccnc3)ccc2Sc2ccc(C)cc21,44*,-1.6,2,-15,-14,0,72*,.,14
O=C(CNc1cc(S(=O)(=O)N2CCCC2)ccc1OCC(F)(F)F)Nc1cc(Cl)cc(Cl)c1,1,0.7,-16,0,-12,-14,0,1,43
C=CCNC(=O)c1ccccc1CCc1ccccc1,7,-0.4,-17,1,9,-2,-2,-4,13
CCOc1ccc(CCNC(=O)CCC(=O)Nc2ccc3nc(N4CCN(C)CC4)cc(C)c3c2)cc1OCC,5,-2.4,-14,-8,11,11,-3,4,9
C1=CC2CC1CC2CN1CCN(Cc2ccccc2)CC1 (centres undefined),6,-0.2,-9,-2,-6,12,0,12,22
CC(C)c1ccc(O)c(N)c1,3,0.7,-45,-11,-13,4,-2,-2,-2
CCOc1ccc(C(=O)c2cnc3ccccc3c2N2CCN(CC)CC2)cc1,8,-1.2,-4,-4,-1,4,3,3,10
O=C(COC(=O)c1ccc2c(c1)OCO2)NCc1ccc2c(c1)OCO2,4,-2.3,9,-10,-5,6,-4,10,38
CCn1c(=O)c([N+](=O)[O-])c(Cl)c2ccccc21,3,2.2,2,-8,-4,-5,2,-3,108*
N#C/C(=C\c1cccc(O)c1)c1nc2ccccc2o1,0,0.8,32*,18,-4,-2,5,.,-6
CCOC(=O)Cc1csc(NC(=O)C2C3C=CC(C3)C2C(=O)O)n1 (centres undefined),1,-0.2,-5,-3,0,4,-3,-2,15
O=C(COC(=O)CNC(=O)c1cccc([N+](=O)[O-])c1)Nc1cccc(S(=O)(=O)N2CCCC2)c1,0,1.4,-7,-9,-12,-4,-1,-6,-2
Cc1ccc(-c2nnc(SCC(=O)N3CCCc4ccccc43)n2N)cc1,4,-1.0,-12,-8,10,-16,1,2,2
COc1cccc(-c2nc(C(N)=O)c3[nH]c(=O)n(-c4ccccc4)c3n2)c1OC,4,1.0,-25,-9,-6,6,-3,4,-18
CC(C)NC(=O)c1ccc(-c2cccc(C(F)(F)F)c2)o1,2,-0.5,-24,-11,1,3,0,5,18
CSc1nc(N2CCN(C)CC2)c2c(c1C#N)CC(C)(C)OC2,1,-0.3,-23,-10,-8,0,-2,.,15
S=C1N(c2ccccc2)C(c2ccccc2)N2CCCN12 (centres undefined),1,2.0,1,-5,0,-20,-6,-2,10
O=C(C1CC1)N1CCc2[nH]c3ccccc3c2C1,2,4.2,0,0,8,9,-4,3,-21
CCn1cc(C(=O)NCC2CCCO2)c(=O)c2cc(F)c(N3CCN(C)CC3)cc21 (centres undefined),4,1.8,-10,-2,0,5,0,0,-21
O=C(NCC1(c2ccccc2)CCCC1)c1ccccc1,2,-0.9,-6,-9,-7,13,-1,5,7
COc1ccc(-n2nc(C(=O)NCc3ccco3)c3ccccc3c2=O)cc1,2,-1.5,1,10,16,-3,-3,12,32

# Random draw from the library; about 7.1% have a hit in one of these screens.
